# 697 NFkB inh: inhibitors of PMA/ionomycin-induced NF-kB reporter, 697 cells, primary screen, B-cell NF-kB inhibitor project, cell-based, luminescence, uHTS | 697 B-cell NF-kB luciferase reporter, 16 h | inhibition, % at 4 µM | 330,000 tested, 0.33% active | AID 435022, 2010; in the data active = inhibition above about 35%
# Apaf-1 inh: inhibitors of human Apaf-1 apoptosome, primary screen, biochemical, DEVD-Rh110 fluorescence, uHTS; inhibition, % at 20 µM; reconstituted apoptosome caspase-3 activity; Apoptotic protease-activating factor 1 (Homo sapiens), O14727; 330,000 tested, 0.71% active; active = inhibition of at least 40% at 20 µM;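 also: plate controls were DMSO wells for no effect and DEVD-CHO caspase inhibitor wells for full effect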
#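 System – cell-free apoptosome with Apaf-1, procaspase-3 and caspase-9 · Buffer or medium – pH 7.5 Hepes buffer with CHAPS, BSA, DTT · Also added – cytochrome c with DEVD-Rh110 · Times – 30 min compound preincubation, 50 min activation, room temperature · Technique – Rh110 fluorescence intensity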
# CCR6 antag: CCR6 receptor antagonists, primary screen, cell-based, CHO-K1, luminescence, beta-arrestin, uHTS; C-C chemokine receptor type 6 (Homo sapiens), P51684; CHO-K1 CCR6 PathHunter beta-arrestin, CCL20-stimulated; inhibition, % at 20 µM; 340,000 tested, 0.49% active; AID 493098, 2011;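 active = compounds whose inhibition of the agonist-driven luminescence signal at 20 µM reaches about 50%, limit read from the data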;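 also: cells stimulated with CCL20 at 14 nM final; plate controls were DMSO with CCL20 for no effect and DMSO without agonist for full effect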
# Target sequence (P51684 whole entry, looked up): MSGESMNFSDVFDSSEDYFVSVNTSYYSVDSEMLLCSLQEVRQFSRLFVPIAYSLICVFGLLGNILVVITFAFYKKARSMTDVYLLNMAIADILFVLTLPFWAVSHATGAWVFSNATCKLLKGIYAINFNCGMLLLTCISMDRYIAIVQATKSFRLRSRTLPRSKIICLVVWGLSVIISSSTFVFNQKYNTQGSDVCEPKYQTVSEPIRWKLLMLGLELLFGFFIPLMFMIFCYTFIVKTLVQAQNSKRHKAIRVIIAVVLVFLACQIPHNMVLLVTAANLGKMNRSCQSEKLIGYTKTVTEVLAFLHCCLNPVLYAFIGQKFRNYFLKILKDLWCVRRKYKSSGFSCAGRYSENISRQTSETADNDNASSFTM
# Gli-Sufu antag: Gli-Sufu pathway antagonists, primary screen, luciferase luminescence, Sufu-KO-LIGHT cells, uHTS | 340,000 tested, 0.74% active | Sufu-KO-LIGHT fibroblasts, Gli luciferase reporter luminescence | inhibition, % at 5 µM;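 active = inhibition above about 55%, limit read from the data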;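 also: 0% = DMSO-treated cells and 100% = wells with medium but no cells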
# EBI2 antag: EBI2 receptor antagonists, beta-arrestin recruitment, primary screen, cell-based, luminescence, 7a,25-OHC stimulation, uHTS; AID 651636, 2012; 7a,25-OHC stimulated; 360,000 tested, 0.81% active; inhibition, % at 5 µM; G-protein coupled receptor 183 (Homo sapiens), P32249; in the data active = inhibition above about 38%;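 also: enzyme fragment complementation signal reports receptor beta-arrestin coupling in cells; 0% = agonist plus DMSO wells and 100% = wells without agonist; some results beyond the cut were filed as inactive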
# Target sequence (P32249 whole entry, looked up, the tested form may be a part): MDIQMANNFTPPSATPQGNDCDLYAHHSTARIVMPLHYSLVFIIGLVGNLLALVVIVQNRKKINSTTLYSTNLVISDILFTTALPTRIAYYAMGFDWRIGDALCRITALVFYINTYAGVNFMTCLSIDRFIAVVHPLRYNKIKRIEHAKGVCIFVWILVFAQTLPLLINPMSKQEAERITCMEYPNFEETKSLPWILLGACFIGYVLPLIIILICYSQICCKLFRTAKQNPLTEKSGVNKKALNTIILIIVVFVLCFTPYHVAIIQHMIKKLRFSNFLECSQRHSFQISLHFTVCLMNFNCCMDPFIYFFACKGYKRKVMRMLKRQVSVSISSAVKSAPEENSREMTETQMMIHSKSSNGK
# Jurkat NFkB inh: inhibitors of induced NF-kB luciferase reporter, primary screen, TCR NF-kB activation inhibitor project, cell-based, luminescence, uHTS. 330,000 tested, 0.53% active. inhibition, % at 4 µM. Jurkat, PMA/ionomycin-induced NF-kB luciferase reporter. AID 435003, 2010
# UBC13 polyUb: UBC13 polyubiquitin chain formation inhibitors, primary screen, biochemical, TR-FRET, uHTS. inhibition, % at 20 µM. 330,000 tested, 0.47% active; in the data active = inhibition above about 45%, passing the limit was not always enough
# SENP8 block: SENP8 protease inhibitors, primary screen, biochemical, luminescence; purified SENP8, Z-RLRGG-aminoluciferin cleavage; Sentrin-specific protease 8 (Homo sapiens), Q96LD8; inhibition, % at 10 µM; 330,000 tested, 1.2% active
# Target sequence (Q96LD8 whole entry, looked up): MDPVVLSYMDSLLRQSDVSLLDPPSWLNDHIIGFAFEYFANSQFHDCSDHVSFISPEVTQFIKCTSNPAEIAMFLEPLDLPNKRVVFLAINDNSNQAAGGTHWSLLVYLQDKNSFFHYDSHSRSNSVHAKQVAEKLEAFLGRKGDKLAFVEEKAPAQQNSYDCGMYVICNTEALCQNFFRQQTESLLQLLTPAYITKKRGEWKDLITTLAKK
# * = called active by the depositor; . = not tested or not shown. Rule as the data show it, unless noted: active = inhibition above about 50%; inactive = the rest. This is a subset, so the mix of outcomes need not match the whole.
cpd	Molecule	697 NFkB inh	Apaf-1 inh	CCR6 antag	Gli-Sufu antag	EBI2 antag	Jurkat NFkB inh	UBC13 polyUb	SENP8 block
1	COc1ccccc1C(=O)N1CCN(C2CCN(Cc3ccccc3)CC2)CC1	-8	5	7	0	1	8	-11	3
2	COc1ccc(OC)c(NC(=O)Nc2ccc(Cl)cc2)c1	-15	2	-2	-44	0	-17	4	0
3	Cc1ccc(/C=N/NC(=O)c2c(-c3ccccc3)noc2C)c(O)c1	-70	21	.	.	5	-19	-17	5
4	CC(=O)c1c(C)[nH]c(C(=O)CN2C(=O)NC3(CCCCC3C)C2=O)c1C (stereo not drawn)	25	0	5	-12	3	2	1	-10
5	COc1ccc([N+](=O)[O-])cc1NC(=O)COC(=O)c1ccccn1	4	-22	-3	3	-3	-8	-5	-3
6	CC1(CC(=O)N/N=C/c2cc(Br)c(O)cc2O)OCCO1	-8	-19	12	.	-1	10	-11	-11
7	C/C(=N/NS(=O)(=O)c1ccc(C)cc1)c1ccc2c(c1)OCO2	15	-12	-6	-5	-7	-4	0	4
8	Cc1cc(C(=O)N/N=C/c2c(C)[nH]c3ccccc23)n[nH]1	24	-4	-4	1	2	19	1	-10
9	O=C(Nc1ccccc1F)C1CCN(S(=O)(=O)c2cccnc2)CC1	-15	1	12	-8	-8	4	-1	-13
10	NC(=O)c1cc2n(n1)C(C(F)(F)F)CC(c1ccco1)N2 (stereo not drawn)	0	-9	-14	2	-9	-10	3	-1
11	COC(=O)Cn1cnc2c(cnn2-c2ccc(C)cc2)c1=O	1	3	6	-6	0	-3	6	-10
12	COc1ccc(S(=O)(=O)N2CCN(c3nn(C)c(=O)n(C)c3=O)CC2)cc1	21	9	1	-2	2	11	-2	-1
13	O=C(O)c1ccc(C(=O)O)c(C(=O)c2ccccc2)c1	20	-3	1	2	-2	-2	9	-2
14	CCOc1ccc(NC(c2ccccc2)P(=O)(OC)OC)cc1 (stereo not drawn)	-16	9	2	0	3	-25	-10	-4
15	COc1ccc(Nc2nc(N)nc(CSc3nnc(N)s3)n2)cc1	-45	-8	-2	-8	-6	-41	1	-2
16	O=C1c2oc3ccc(F)cc3c(=O)c2C(c2ccc(F)cc2)N1CCCN1CCOCC1 (stereo not drawn)	-6	13	-7	8	-5	-13	-1	-11
17	CCCCN1C(=O)C2C(C(=O)Nc3cccc(OC)c3)C3C=CC2(O3)C1C(=O)NC1CCCCC1C (stereo not drawn)	11	1	-5	2	5	-9	-16	-10
18	C/C(=C\c1ccc(Br)cc1)C(=O)c1c(C)cc(C)[nH]c1=O	2	9	9	-1	-3	6	0	-1
19	CCn1c(SCC(=O)NCc2ccccc2)nnc1-c1cccnc1	-17	-2	1	-7	-3	-5	-3	-12
20	CCCCC(=O)NCc1ccc2c(c1)cc(C)n2C	4	-1	-21	4	0	2	1	-2
21	COc1ccccc1N1CCN(C(=O)C2CCN(S(=O)(=O)c3ccc(F)cc3)CC2)CC1	-3	-7	7	2	12	-3	4	7
22	CS(=O)(=O)NCCSCc1ccco1	-11	1	8	4	1	-5	-1	-7
23	Cc1cc2ncn(S(=O)(=O)N3CCOCC3)c2cc1C	-8	3	-6	-2	-6	-13	2	-3
24	CCO[C@H]1OC(C(N)=O)=C[C@@H](c2coc3ccccc3c2=O)[C@@H]1CCCO	12	1	9	4	-7	4	0	5
25	O=C(NC1CCN(c2ncccn2)CC1)c1ccccc1Cl	-16	0	-2	8	-5	0	0	-3
26	COc1cccc(CNC(=O)c2ccccc2NC(=O)C2=C(C)OCCS2)c1OC	-3	26	13	-30	-2	-1	-4	-4
27	COC(=O)CNC(=O)c1cn(-c2ccc(C)c(C)c2)c(=O)c2ccccc12	-10	-3	-4	8	1	-3	5	6
28	CC(C)C(=O)N=c1sc2cc(F)cc(F)c2n1C	-13	6	9	-10	-8	-10	9	4
29	CN1CCN(S(=O)(=O)c2ccc(Cl)c3ccccc23)CC1	17	2	-1	7	2	-5	0	1
30	CSc1ccc(CN(C)CC(=O)Nc2ccc(C)cc2Br)cc1	1	23	5	4	9	13	17	-1
31	COc1ccc(C(=O)C2CCCN(C(=O)c3csc(C(C)=O)c3)C2)c(C)c1 (stereo not drawn)	-6	2	2	-1	8	13	-5	-2
32	CC(=O)Nc1ccc(S(=O)(=O)Oc2ccc(C(=S)N3CCCCC3)cc2)cc1	-8	4	17	29	-6	41	-4	0
33	Cc1c(Cl)c([N+](=O)[O-])nn1CC(=O)NC(C)C1CC2CCC1C2 (stereo not drawn)	21	-10	22	11	9	5	5	-1
34	COc1ccc(NC(=O)OC(C)C)cc1	-97	1	-7	-82	-4	-124	-6	30
35	CCOc1ccc(NS(=O)(=O)c2cc(C(=O)N3CCN(c4ccccc4O)CC3)ccc2Cl)cc1	4	17	4	3	-1	8	-1	4
36	COc1ccccc1CCC(=O)OCc1csc(CC(=O)Nc2ccccc2C)n1	-1	19	8	5	-10	-13	0	-12
37	O=C(c1ccc(S(=O)(=O)N2CCCCCC2)cc1)N1CCN(c2ccccn2)CC1	13	0	-8	9	11	17	-5	4
38	O=C(CN1CCCCC1)N1CCN(c2ccccc2)CC1	5	13	14	-5	8	-22	0	-4
39	Cc1cc(C)c(C#N)c(N2CCN(c3ccccc3)CC2)n1	2	19	19	5	9	10	13	4
40	Cn1cccc1C(=O)NC(=O)COC(=O)C12CC3CC(CC(O)(C3)C1)C2	-7	-2	-11	-10	-1	-7	2	42
41	c1ccc(CN2CCC(Nc3ncnc4sccc34)CC2)cc1	-11	-14	1	-15	8	58*	22	4
42	Cc1c(Cc2ccccc2)c(=O)oc2cc(OCC(=O)NC(Cc3ccc(Cl)cc3)C(=O)O)ccc12 (stereo not drawn)	10	12	-6	-7	2	-7	-14	-1
43	CN(CC(=O)O)S(=O)(=O)c1ccc2c(c1)n(C)c(=O)c(=O)n2C	10	-19	0	63*	-1	8	-7	-4
44	O=C(CSc1nnc(-c2ccco2)n1Cc1ccco1)NCc1ccccc1	11	6	12	-3	-1	-2	-14	-8
45	O=C(OC(C(=O)NCc1cccs1)c1ccccn1)c1cccs1 (stereo not drawn)	5	-7	6	-1	-1	-7	5	-4
46	FC(F)(F)c1cc(-c2ccco2)nc(N2CCOCC2)n1	10	4	26	-4	-3	6	10	2
47	COC(=O)c1cn(S(=O)(=O)c2ccccc2)c2ccccc12	-4	13	7	-25	0	-3	29	-4
48	CC(C)n1c(CN(C)Cc2ccccc2)nc2c1c(=O)n(C)c(=O)n2C	0	5	-4	70*	.	57*	1	3
49	COc1ccc(N2C(=O)/C(=C\c3ccco3)N=C2SCC(N)=O)cc1Cl	-6	6	10	6	-5	-4	-5	-2
50	CCc1ccc(N(CC(=O)Nc2ccc(NC(C)=O)cc2)S(=O)(=O)c2ccccc2)cc1	-11	1	-4	0	14	-5	-8	7

# Exported in transposed form: part of the list above
50	CCc1ccc(N(CC(=O)Nc2ccc(NC(C)=O)cc2)S(=O)(=O)c2ccccc2)cc1
40	Cn1cccc1C(=O)NC(=O)COC(=O)C12CC3CC(CC(O)(C3)C1)C2

assay / compound | 50 | 40
697 NFkB inh | -11 | -7
Apaf-1 inh | 1 | -2
CCR6 antag | -4 | -11
Gli-Sufu antag | 0 | -10
EBI2 antag | 14 | -1
Jurkat NFkB inh | -5 | -7
UBC13 polyUb | -8 | 2
SENP8 block | 7 | 42

# More records follow.
cpd	Molecule	697 NFkB inh	Apaf-1 inh	CCR6 antag	Gli-Sufu antag	EBI2 antag	Jurkat NFkB inh	UBC13 polyUb	SENP8 block
51	COC(=O)c1ccc(C)c(NC(=O)CCNC(=O)c2ccc([N+](=O)[O-])cc2)c1	11	0	5	1	-12	2	-17	-8
52	Cc1ccc(C)c(NC(=S)NCCSc2ccc(Cl)cc2)c1	7	18	20	-33	13	1	15	-1
53	COc1ccc(NC(=O)CSc2nc3ccsc3c(=O)n2CCCCCC(=O)O)cc1	10	3	5	-1	-7	-2	62*	-11
54	COc1ccc(NC2=C(Cl)C(=O)N(CCc3ccccc3)C2=O)c(OC)c1	-7	13	29	-11	7	-1	-1	-5
55	CCCCN(C(=O)Cc1coc2cc(C)c(C)cc12)c1c(N)n(Cc2ccccc2)c(=O)[nH]c1=O	19	0	7	1	-5	9	-1	10
56	O=C(OCCN1C(=O)c2ccccc2C1=O)c1cccs1	0	-2	10	41	-1	-3	-1	-8
57	O=C(Nc1cccc(F)c1)NC1CCCCCCC1	-69	1	4	-61	11	-65	0	-18
58	Cc1ccccc1OCCOC(=O)c1c(-c2ccccc2)noc1C	-63	11	6	-2	-8	32	-3	-1
59	COc1cccc(NC(=O)Cn2c3ccccc3c3nc4n(c(=O)c32)CCS4)c1	18	-1	-5	0	62*	-8	-3	14
60	CNC(=O)c1ccc(NC(=O)CCc2c(C)noc2C)cc1	9	-10	6	2	6	3	6	2
61	COc1ccc(C(=O)N[C@H](C(=O)NCc2ccccc2)C(C)C)cc1	-2	20	-12	-11	-5	2	-7	0
62	Cc1cccc(NC(=O)CNC(=O)CSc2nc(N)cc(N)n2)c1C	-15	1	14	-2	-5	-8	2	-7
63	Clc1ccc(-n2nnnc2-c2cnc(-c3ccccn3)nc2-c2cccs2)cc1	-2	25	-5	18	5	-6	-8	-4
64	CC1=C(C)CC(C(=O)Nc2nc(C)cs2)C(C(=O)O)C1 (stereo not drawn)	12	-12	6	10	7	11	6	2
65	CCCCn1c(N)c(N(CC(C)C)C(=O)CN2C(=O)c3ccccc3C2=O)c(=O)[nH]c1=O	11	-1	13	-8	-3	-3	-5	3

# Structural class: the compounds so far with a Cl atom.
cpd	Molecule	697 NFkB inh	Apaf-1 inh	CCR6 antag	Gli-Sufu antag	EBI2 antag	Jurkat NFkB inh	UBC13 polyUb	SENP8 block
2	COc1ccc(OC)c(NC(=O)Nc2ccc(Cl)cc2)c1	-15	2	-2	-44	0	-17	4	0
25	O=C(NC1CCN(c2ncccn2)CC1)c1ccccc1Cl	-16	0	-2	8	-5	0	0	-3
29	CN1CCN(S(=O)(=O)c2ccc(Cl)c3ccccc23)CC1	17	2	-1	7	2	-5	0	1
33	Cc1c(Cl)c([N+](=O)[O-])nn1CC(=O)NC(C)C1CC2CCC1C2 (stereo not drawn)	21	-10	22	11	9	5	5	-1
35	CCOc1ccc(NS(=O)(=O)c2cc(C(=O)N3CCN(c4ccccc4O)CC3)ccc2Cl)cc1	4	17	4	3	-1	8	-1	4
42	Cc1c(Cc2ccccc2)c(=O)oc2cc(OCC(=O)NC(Cc3ccc(Cl)cc3)C(=O)O)ccc12 (stereo not drawn)	10	12	-6	-7	2	-7	-14	-1
49	COc1ccc(N2C(=O)/C(=C\c3ccco3)N=C2SCC(N)=O)cc1Cl	-6	6	10	6	-5	-4	-5	-2
52	Cc1ccc(C)c(NC(=S)NCCSc2ccc(Cl)cc2)c1	7	18	20	-33	13	1	15	-1
54	COc1ccc(NC2=C(Cl)C(=O)N(CCc3ccccc3)C2=O)c(OC)c1	-7	13	29	-11	7	-1	-1	-5
63	Clc1ccc(-n2nnnc2-c2cnc(-c3ccccn3)nc2-c2cccs2)cc1	-2	25	-5	18	5	-6	-8	-4

# Bioassay records deposited in PubChem BioAssay by Sanford-Burnham Center for Chemical Genomics.
